# 12-LOX inh: Primary qHTS assay for inhibitors of human arachidonate 12S-lipoxygenase (ALOX12): Round 2. Polyunsaturated fatty acid lipoxygenase ALOX12 (Homo sapiens), P18054. purified 12hLO, xylenol orange hydroperoxide absorbance. Potency, µM (highest dose often 108 µM), for the others: at the top dose activity change, negative = inhibition, hits mostly inhibitors. actives 1.1% (n = 580,000); active = well fitted inhibition curve with a large enough effect; inconclusive = small, poorly fitted or top-dose-only effect, or another doubt; inactive = no such curve, though single readings can be large or run the other way
# Target sequence (P18054 whole entry, looked up): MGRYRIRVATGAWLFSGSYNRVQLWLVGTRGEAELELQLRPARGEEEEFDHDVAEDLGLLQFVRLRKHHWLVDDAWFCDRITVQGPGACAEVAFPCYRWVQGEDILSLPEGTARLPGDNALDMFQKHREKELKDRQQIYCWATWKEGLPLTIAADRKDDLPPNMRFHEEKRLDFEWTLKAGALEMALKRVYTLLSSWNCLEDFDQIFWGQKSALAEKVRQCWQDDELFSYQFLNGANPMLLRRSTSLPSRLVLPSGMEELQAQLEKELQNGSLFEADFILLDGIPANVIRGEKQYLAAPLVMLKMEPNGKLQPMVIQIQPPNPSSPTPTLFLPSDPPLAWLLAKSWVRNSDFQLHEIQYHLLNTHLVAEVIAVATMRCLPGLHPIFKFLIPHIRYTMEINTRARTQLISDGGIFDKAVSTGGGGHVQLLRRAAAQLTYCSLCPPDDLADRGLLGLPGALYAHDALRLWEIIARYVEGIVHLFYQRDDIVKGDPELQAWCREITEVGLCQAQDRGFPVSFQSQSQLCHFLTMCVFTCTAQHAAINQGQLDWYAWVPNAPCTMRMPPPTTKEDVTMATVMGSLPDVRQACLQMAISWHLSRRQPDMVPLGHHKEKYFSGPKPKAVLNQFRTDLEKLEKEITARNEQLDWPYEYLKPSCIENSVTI
#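 Hydroperoxide product was detected by ferrous iron/xylenol orange as the 573 to 405 nm absorbance ratio. Arachidonic acid at 40 uM (final) was turned over for 30 min at room temperature by 150 nM human 12hLO, pH 7.0 Hepes buffer, after 15 min compound preincubation.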
# Numbers without * were called inactive; ? = inconclusive; [ ] = dose if it differs, or a comment. % is set by controls: 0 for no effect and ±100 for the full control effect; potency is the fitted concentration of half-maximal effect. A portion of the library; the hit share may differ from the screen's.
SMILES,12-LOX inh
Cc1cc(C)n(CC(=O)N2CCC(c3nc(-c4ccccc4)no3)C2)n1 (centres undefined),17%
CNC(=O)[C@@H](c1ccc(Cl)cc1)N1CCC[C@H]1C(=O)N1CCN(C)CC1,1%
CC/C=C\CCOC(=O)CCCCC,0%[176 µM]
Fc1cccc(OC2CCNC2)c1 (centres undefined),0%
CCN(CC)Cc1nc(C2(O)CCN(CC(C)C)CC2)cs1,?
Cn1cc2c3c(cccc31)CN(C(=O)COc1ccc(F)cc1)CC2,2%
O=C1CC(c2ccccc2)N(C(=O)C2CC2)CCCN(C(=O)COc2ccccc2)CCN1 (centres undefined),18%
COC[C@@H]1CN(C(=O)COc2ccccc2)C[C@H]1c1ccccn1,42%[activator]
CCn1ccc(C(=O)N2CCC3(CC2)CC(c2nc(C)no2)N(C)C3)n1 (centres undefined),36%[activator]
COCCCNC(=O)[C@H]1CCC[C@H]1NC(=O)c1ccc(OC)nc1,45%
COc1ccc(NC(=O)N[C@@H]2C=C[C@@H](c3c(C)nn(-c4ccc(C(C)(C)C)cc4)c3C)C2)cc1,6%
O=C(Cc1ccc(N(Cc2ccc(F)cc2)C(=O)c2ccco2)cc1)NCc1ccc(F)cc1,32µM*
CC(C)NC(=O)CC[C@@H]1CNC(=O)[C@@H]2C[C@H](NCc3ccc(CO)o3)CN12,27%[176 µM]
CN1CC(=O)N(C2CCNCC2)Cc2c1ncnc2N(C)Cc1ccc(F)cc1,8.9µM*
CO[C@@H]1COCC[C@H]1NC(=O)c1cn(CCN2CCNCC2)nn1,0%
COC(=O)[C@]1(C)N[C@H](c2cc(F)c(OC)c(Cl)c2)[C@@H]2C(=O)N(C)C(=O)[C@@H]21,25%
CS(=O)(=O)c1ccc(OCC2(CNC(=O)C3CCC3)C[C@@H](O)[C@@H](O)C2)cc1 (some centres undefined),79%[activator][176 µM]
COc1cc(OC)cc(-c2onc(C)c2C(=O)NC(C)CCc2ccccc2)c1 (centres undefined),45%[activator]
Cc1nc(C)c(C(=O)N2CCn3c(nnc3[C@@H]3C[C@@H](O)CN3Cc3ccccc3)C2)s1,66%[activator]
C=CCn1cc(-c2c(-c3ccccc3)ncn2Cc2cncn2CCOC)cn1,28%
CCNC(=O)N1CCOc2ccc(CCC(=O)Nc3ccc(F)cc3F)cc2C1,25%
CN1C(=O)COC[C@@H]1[C@H](O)c1ccc(NS(=O)(=O)c2ccc(F)cc2)cc1,18%[176 µM]
COc1cccc(-c2cc3c(=O)n(CC(O)c4cccc(C#N)c4)ccn3n2)c1 (centres undefined),10%
CO[C@H]1[C@H](NC(=O)c2cc(C)oc2C)c2ccccc2C12CCNCC2,18%
O=C(COc1ccc(F)cc1)N1CCC(c2noc(C3CC3)n2)C1 (centres undefined),?
COc1ccccc1CNC(=O)CN1CCC(CO)CC1,1%
O=C(NCc1nnc2c(-c3nc(C4CC4)no3)cccn12)C1CCC1,48%[activator]
COCc1ccc2c(c1)c(OC(C)(C)C(=O)NCCc1cccnc1)nn2CCC(C)C,6%[176 µM]
COc1ccc2[nH]cc(CCNC(=O)C3CCCN(Cc4ccncc4)CCC(=O)NCC3)c2c1 (centres undefined),27%
COCCN1C(=O)c2ccccc2C(C(=O)NCCc2ccccc2)C12CCCC2 (centres undefined),17%
Cc1ccc(OCCN(C)Cc2cc(C#CCO)cs2)c(C)c1,8%
O=C(NCCc1ccccn1)c1cnc2c(c1)N(C(=O)CCc1ccccc1)CCC2,-38%[176 µM]
COc1ccccc1OCCNC(=O)C1CCN(c2cc(C(F)(F)F)nc(C)n2)CC1,-7%
CSc1ccc(CNC(=O)c2cc3c(N4CCSCC4)nc(C)cn3n2)cc1,32%
CN(Cc1cccnc1)Cc1nc(CC(N)=O)nn1-c1ccc2c(c1)CCC2,2%
O=C1COCC2(CN1Cc1cccc(OC(F)(F)F)c1)CN(c1nccs1)C2,-3%[176 µM]
O=S(=O)(NCC1Cn2cccc2CN1Cc1cccnc1)c1ccc(F)cc1 (centres undefined),364%[activator]
Cc1ccc2nc(COCC(=O)N3CCC4(CCCN(C)C4=O)C3)[nH]c2c1 (centres undefined),15%
COc1cc(OC)cc(C(=O)N2CCC3(CC2)NC(=O)N(Cc2ccccc2)C3=O)c1,8%
COCc1[nH]nc2c1C(c1ccc(F)cc1)N(Cc1ccccc1)C2=O (centres undefined),15%
CN(c1ncccc1C(=O)N1CCOCC(O)C1)C1CCCCC1 (centres undefined),-1%
Cc1ccccc1Cc1noc(-c2nc(-c3ccccc3F)no2)n1,24%
O=C(Nc1ccccc1)N1CCn2c(nn(-c3ccc(F)cc3)c2=O)C1,27%
Cc1cc(C)n2nc(CC(=O)N[C@H](c3ccccn3)C3CC(O)C3)nc2n1 (some centres undefined),31%[activator]
CC(C)COc1cc(=O)n2c(c1C(=O)NCc1ccc(C(F)(F)F)cc1)CCCCC2,-9%
COc1cc(F)c(CN2CCC3(CC2)C(C(=O)O)CC(=O)N3C)cc1OC (centres undefined),10%
Cc1ccc([S+](=O)([O-])c2nnn3c2nc(NCc2ccncc2)c2ccccc23)cc1,0%[6.33 µM]
O=C(NCc1cccc(C(F)(F)F)c1)c1cnc(-c2ccccc2)nc1-c1ccncc1,?
COc1cccc([C@H]2CN(C(=O)c3c(-c4ccccc4)noc3C)C[C@@H]2N)c1,43%
COc1cccc(C(=O)N2CC(c3nnc(-c4ccncc4)o3)C3(CCOCC3)C2)c1 (centres undefined),21%
Cc1cc(=O)n(CC(=O)Nc2ccc3c(c2)OCO3)c(-c2ccc(F)cc2)n1,39%[activator]
CC1(CNc2ccccc2)COc2ccc(C(=O)N3CC[S+](=O)([O-])CC3)cc2N1 (centres undefined),21%[176 µM]
c1cn(CC2COCCO2)c(-c2cc3n(n2)CCCNC3)n1 (centres undefined),31%
COc1ccc(NC(=O)N[C@H]2CO[C@H]3[C@@H]2OC[C@@H]3n2cc(-c3ccccc3)nn2)cc1,-30%[176 µM]
N#CCn1nc2n(c1=O)CCN(C(=O)COc1ccc(Cl)cc1)CC2,7%
O=C(c1cc(-c2cccs2)[nH]n1)N1CCc2c(nc3cc(-c4ccccc4)[nH]n3c2=O)C1,27%
O=C(c1ccn[nH]1)N1CCC(N2C(=O)C3(CCCC3)C2c2ccccc2)CC1 (centres undefined),26%
CC(C)NC(=O)C1COC2(CCN(C(=O)c3cccc(F)c3)CC2)N1C(=O)c1ccccc1 (centres undefined),48%[activator]
O=C(C1CCCC1)N1CC2(CCCN2C2COC2)Cc2ccccc21 (centres undefined),6%[6.33 µM]
CC(=O)N1CCN(C2CCNCC2)C(=O)C1,-3%[12.5 µM]
# Remaining list, next part.
SMILES,12-LOX inh
CCOC(=O)c1cccc(NC(=O)c2c(OCC)cc(=O)n3c2CCCC3)c1,14%
CCN(C1CCOCC1)C1CN(C(=O)c2ccoc2)C1,50%[activator]
OCC1CN(Cc2ccc(Cl)o2)CCC12CCN(C1CCOCC1)CC2 (centres undefined),30%[activator]
CSCCCN1C(=O)CC[C@H]2CN(C(=O)C3(C#N)CC3)CC[C@H]21,48%[activator]
Cc1ccc(C(=O)NC(C(=O)N2CCCCC2)C2CCN(S(=O)(=O)C(C)C)CC2)cc1 (centres undefined),-4%
O=C(c1ccncc1)N1CCN(C(=O)N2CC3CC(C2)[C@H]2CCCC(=O)N2C3)CC1 (some centres undefined),55%[activator]
CCCNS(=O)(=O)c1ccc(NC(=O)NCCc2nccs2)cc1,29%
COc1ccc(F)c(CN2CCCC3(CCN(c4cc(C)nc(N)n4)C3)C2)c1 (centres undefined),33%[activator]
CN1C(=O)C2(CCN(C(=O)CCC3CCCC3)CC2)c2ccccc21,26%
COc1ccc(-c2ccnc3nc(CC(C)C)nn23)cc1,39%
CNC(=O)CN(C)Cc1cc(Cl)ccc1OCC(O)CN1CCCCCC1 (centres undefined),74%[activator]
COc1cccc(Nc2nccc3[nH]c(-c4ccc(F)c(F)c4)nc23)c1,-4%
O=C(Cn1nc2n(c1=O)CCCCC2)N1CCc2ccccc21,41%[activator]
COCc1ccc2c(c1)c(OC(C)(C)C(=O)NC1CCOCC1)nn2CCC(C)C,6%[176 µM]
COCCN(CCOC)C(=O)C(C)[C@@H]1CC[C@@]2(C)CC[C@H](NC(C)=O)[C@@H](C)[C@@H]2[C@H]1O (some centres undefined),?

# A portion taken from the entries so far:
SMILES,12-LOX inh
CCOC(=O)c1cccc(NC(=O)c2c(OCC)cc(=O)n3c2CCCC3)c1,14%
CCN(C1CCOCC1)C1CN(C(=O)c2ccoc2)C1,50%[activator]

# (further entries)
SMILES,12-LOX inh
Cc1ccc(CN2C(=O)[C@@H]3C[C@@H](O)CN3C3(CN(C4CCCC4)C3)C2=O)o1,?
O=C(NC1CCCN(c2nc3ncccc3o2)C1)c1ccc(C(F)(F)F)cc1 (centres undefined),59%[activator]
O=C(Nc1cccc(F)c1)N1C[C@@H]2C[C@H](C1)c1ccc(-c3cccc(C(F)(F)F)c3)c(=O)n1C2,21%
COc1cc2c(c(OC)c1)C(=O)O[C@H](C)C[C@@H]1O[C@H]1CCCCC(=O)C2,-1%
O=C(Cn1nc2c(cc1=O)CCCCC2)N1CCC(c2ccccc2)CC1,5%
COc1ccccc1/C=C/CN1CC[C@@H](c2ccc3c(c2)OCO3)[C@H](O)C1,13%
COCC1CN(C(C)=O)CC12CCN(S(=O)(=O)c1cc(C)ccc1C)CC2 (centres undefined),15%
CCCCc1c(-c2ccccc2OC)ncn1Cc1ccc(F)cc1F,2%
CC(=O)N1CC(CO)C2(CCN(Cc3ccc(F)cc3)CC2)C1 (centres undefined),44%[activator]
COc1ccc(OC)c(CNC(=O)c2c(OC)cc(=O)n3c2CCCC3)c1,30%[activator]
O=C(NC1CCN(c2cc(-c3ccc(F)cc3)[nH]n2)CC1)c1cccc2[nH]ccc12,3%
CCN(Cc1ccncc1)Cc1ccc2c(c1)CN(C(=O)c1ccccc1-n1cccn1)CCO2,11%
C[C@]1(CO)[C@H]2Cc3sc(NC(=O)c4cccc(F)c4)nc3[C@@H](CC(=O)N3CCOCC3)[C@]2(C)CC[C@H]1O,-25%
CCc1[nH]c2c(CNC(=O)C(C)O)cc(C)cc2c1C (centres undefined),-5%
O=C(C(=O)N1CCN(C(=O)c2cc(C(F)(F)F)cc(C(F)(F)F)c2)CC1)c1cccc(C(F)(F)F)c1,-26%
COC(=O)[C@]12C[C@H](CC(=O)N3CCCC3)C(=O)N(Cc3ccc4c(c3)OCO4)C1=C[C@H](COCc1ccccc1)O[C@@H]2C,-3%
Cc1cc2nc3n(c(=O)c2n1CC(=O)Nc1cccc(C(C)C)c1)CCCCC3,7%
COCCN1C(=O)c2cccn2CC1CNC(=O)c1cccc(C)c1 (centres undefined),1%
COc1ccc(C(=O)N(C)Cc2ccc(-c3ccccc3)cc2)cc1,15%[176 µM]
COCCNC(=O)c1ccc2c(c1)N(C)C(CC(=O)N1CCCOCC1)CO2 (centres undefined),-6%
COC[C@@H]1CN(C(=O)CCn2cc(C)cn2)C[C@H]1c1nc(C2CC2)no1,6%
NC1CCc2nn(CC(=O)NCc3ccc(F)cc3Cl)c(=O)n2CC1 (centres undefined),12%
O=C(NC1CC1)c1ccc(N2CC3CC(C2)[C@H]2CCCC(=O)N2C3)nc1 (some centres undefined),44%[activator]
O=C(CC1CCCC1)N1CCC(N2CC3CC(C2)[C@H]2CCCC(=O)N2C3)CC1 (some centres undefined),2%
O=C(N1CCN(S(=O)(=O)c2cccnc2)CC1)N1CC2CC(C1)[C@H]1CCCC(=O)N1C2 (some centres undefined),-1%
COc1ccc(OC)c(NC(=O)C2CCN(C(=O)N3CC4CC(C3)[C@H]3CCCC(=O)N3C4)CC2)c1 (some centres undefined),-11%
COc1cc(OC)cc(N2C(=O)[C@@H]3C[C@@H](NC(=O)c4ccc(SC)cc4OC)CCN3C2=O)c1,-15%
CN(C(=O)c1cccc(Cl)c1)C1CCCc2ccccc21 (centres undefined),5%[176 µM]
CN(C)c1ccc(CN2CCC(Oc3ccc(Cl)cc3)(C(=O)O)CC2)cn1,8%
O=C(c1ccccn1)N1CC(F)(F)C[C@H]1c1nc(-c2ccncc2)no1,10%
COc1cccc([S+](=O)([O-])N2CCC3(C2)C(=O)N(C)c2ccccc23)c1 (centres undefined),?
CCOC(=O)N1CCN(C2CCN(c3cc(CC)nc(C)n3)CC2)CC1,16%
COc1ccc(NC(=O)c2cc3c(N(C)Cc4ccccc4)nc(C)cn3n2)cc1F,75%[activator]
CCOC(=O)CC(C)C,-13%[176 µM]
CC1=C[C@@H](CNC(=O)c2ccc(C#N)cc2)[C@H](C(C)C)C[C@H]1CC(=O)N1CCCC1,3%[176 µM]

# Among those listed so far, these have a COOH group.
SMILES,12-LOX inh
COc1cc(F)c(CN2CCC3(CC2)C(C(=O)O)CC(=O)N3C)cc1OC (centres undefined),10%
CN(C)c1ccc(CN2CCC(Oc3ccc(Cl)cc3)(C(=O)O)CC2)cn1,8%

# An excerpt from above in order of the 12-LOX inh value, descending:
SMILES,12-LOX inh
COc1cccc([C@H]2CN(C(=O)c3c(-c4ccccc4)noc3C)C[C@@H]2N)c1,43%
COc1cc(OC)cc(C(=O)N2CCC3(CC2)NC(=O)N(Cc2ccccc2)C3=O)c1,8%
O=C(NC1CCN(c2cc(-c3ccc(F)cc3)[nH]n2)CC1)c1cccc2[nH]ccc12,3%
CN(Cc1cccnc1)Cc1nc(CC(N)=O)nn1-c1ccc2c(c1)CCC2,2%
C[C@]1(CO)[C@H]2Cc3sc(NC(=O)c4cccc(F)c4)nc3[C@@H](CC(=O)N3CCOCC3)[C@]2(C)CC[C@H]1O,-25%
O=C(C(=O)N1CCN(C(=O)c2cc(C(F)(F)F)cc(C(F)(F)F)c2)CC1)c1cccc(C(F)(F)F)c1,-26%

# High-throughput results deposited in PubChem BioAssay by National Center for Advancing Translational Sciences (NCATS).
